# Screening data: PubChem, The Scripps Research Institute Molecular Screening Center
# IEC-6 tox = cytotoxicity in IEC-6 intestinal epithelial cells, primary screen, cytotoxicity control for KLF5 inhibitor project, cell-based, luminescence; AID 1825, 2009; 290,000 compounds, 0.78% hits; IEC-6 cytotoxicity, luminescence viability; inhibition, % at 5 µM; in the data active means inhibition above about 22%;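 further: 0% = plate median of test compound wells and 100% = cytotoxic reference compound wells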
# HSP90 refold inh = HSP90 inhibitors, primary screen, cell lysate, luminescence. Heat shock protein HSP 90 (rabbit reticulocyte lysate; luciferase refolding). Rabbit reticulocyte lysate, luciferase refolding luminescence, 3 h. inhibition, % at 5.6 µM. 290,000 compounds, 0.91% hits. AID 1789, 2009;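 active means inhibition above the screen-wide mean plus 3 SD, computed separately per campaign, cut at about 16% in these data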;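 further: 0% = DMSO wells and 100% = 60 µM geldanamycin wells; inhibitors lower the luminescence because luciferase stays unfolded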
# KLF5 inh = KLF5 expression inhibitors, primary screen, DLD-1 cells, luminescence; DLD-1 KLF5 promoter-luciferase reporter; inhibition, % at 5 µM; 290,000 compounds, 0.23% hits;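 active means inhibition above a per-plate limit of that plate's mean compound inhibition plus 3 SD, cut at about 60% in these data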;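 further: 0% = DMSO wells and 100% = LY294002 at 200 µM; higher means less KLF5 promoter-driven luciferase light; inactives centre near -14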
# * hit, by the source's call.
SMILES	IEC-6 tox	HSP90 refold inh	KLF5 inh
CCOC(=O)c1cccc(NC(=O)C(NS(=O)(=O)c2ccc3c(c2)CCN3C(C)=O)C(C)C)c1 (configuration not stated)	-3	5	-9
COc1ccc(N(CC(=O)Nc2cccc(C(=O)O)c2)S(=O)(=O)c2c(C)noc2C)cc1	-3	-3	-27
CN(C(=O)COc1ccc(Cl)cc1)c1nnc(C23CC4CC(CC(C4)C2)C3)s1	-1	7	-10
CC(NC(=O)OC(C)(C)C)C(=O)Oc1ccc2ccc(=O)oc2c1 (configuration not stated)	-4	-4	-23
CCOC(=O)N1CCN(C(=O)c2cccn3c(=O)c4sccc4nc23)CC1	1	-1	-39
CC(=O)C1=C(C)NC(C)=C(C(C)=O)C1c1ccc(-c2ccccc2Cl)o1	-4	1	-31
O=C(COc1ccccc1Cl)NC(=O)NC1CCCC1	7	-2	-129
O=C1c2cccc3cccc(c23)C(=O)N1c1ccncc1	-1	0	-28
O=C(NCc1ccccc1)c1cc(-n2cnnc2)ccc1Cl	-3	7	3
O=C1CCCC2=C1C(c1ccncc1)c1c(nc(SCc3ccccc3Cl)[nH]c1=O)N2 (configuration not stated)	-2	3	-35
O=C(/C=C/c1ccccc1)c1ccc(NC2=NCCCS2)cc1	0	2	-54
CCN(CCCNS(=O)(=O)c1ccc2c(c1)oc(=O)n2C)c1cccc(C)c1	-4	0	-21
COc1ccc(N(CC(=O)NC2CCCCCC2)S(=O)(=O)c2c(C)nn(C)c2C)cc1	-1	3	19
CC(=O)O/N=C1\C(=O)N(Cc2ccc(C)cc2)c2ccccc21	-4	3	-9
Fc1ccc(C2=NNC(=NCc3ccccc3)SC2)cc1F	5	3	-19
CC[C@H](C)[C@@H](NC(=O)O[C@@H]1C(=O)c2cc(Br)ccc2O[C@H]1c1ccc2c(c1)OCO2)C(=O)OC	1	-3	-1
O=C(CSc1nc2c(c(=O)n1-c1ccc(Cl)cc1)SCC2)Nc1nccs1	-1	-1	-12
Cn1nc(C(=O)Nc2cccc(C(F)(F)F)c2)ccc1=O	-3	4	4
CN1CCN(c2c(F)cc3c(=O)c(C(=O)O)cn(CCF)c3c2F)CC1	6	3	12
COc1ccc(C(=O)/C=C/c2cn(CC(O)CN3CCOCC3)c3ccccc23)cc1 (configuration not stated)	-3	-2	-9
Cc1cc(OC(=O)c2ccc(S(=O)(=O)N3CCOCC3)cc2)c([N+](=O)[O-])c(=O)[nH]1	-2	2	-7
CC(=O)c1ccccc1NC(=O)COC(=O)c1ccccc1NC(=O)c1ccccc1	-4	0	-5
COc1ccc(S(=O)(=O)n2nc(-c3cc(OC)c(OC)c(OC)c3)cc2N)cc1OC	-1	-4	-12
CCc1ccccc1NC(=O)CSc1nc2n[nH]c(C)c2c(=N)n1-c1ccc(OC)cc1	-1	3	-2
CC1=C(C)C(=O)NC(Nc2nc(C)c3cc(C)cc(C)c3n2)N1 (configuration not stated)	0	1	-28
Cn1c(=O)oc2cc(S(=O)(=O)N3CCCC(C(=O)NCCN4CCOCC4)C3)ccc21 (configuration not stated)	-1	30*	-8
CC(=O)OC(C(=O)Nc1ccccc1C)C(OC(C)=O)C(OC(C)=O)C(OC(C)=O)C(=O)Nc1ccccc1C (configuration not stated)	-8	2	-29
O=C(CSc1nnnn1C1CC2CCC1C2)Nc1ccnc2ccccc12 (configuration not stated)	36*	-2	21
O=C(CN1CCC(n2nnc3cc(F)ccc32)CC1)Nc1ccc2c(c1)CCC2	-3	-4	-3
COc1ccc(-n2nc(C#N)c(Cl)cc2=O)cc1	29*	-2	-20

# Random excerpt: six entries already listed.
SMILES	IEC-6 tox	HSP90 refold inh	KLF5 inh
CC[C@H](C)[C@@H](NC(=O)O[C@@H]1C(=O)c2cc(Br)ccc2O[C@H]1c1ccc2c(c1)OCO2)C(=O)OC	1	-3	-1
CN1CCN(c2c(F)cc3c(=O)c(C(=O)O)cn(CCF)c3c2F)CC1	6	3	12
COc1ccc(N(CC(=O)Nc2cccc(C(=O)O)c2)S(=O)(=O)c2c(C)noc2C)cc1	-3	-3	-27
CCc1ccccc1NC(=O)CSc1nc2n[nH]c(C)c2c(=N)n1-c1ccc(OC)cc1	-1	3	-2
Fc1ccc(C2=NNC(=NCc3ccccc3)SC2)cc1F	5	3	-19
O=C(NCc1ccccc1)c1cc(-n2cnnc2)ccc1Cl	-3	7	3

# Returning to the listing, repeating the 4 entries before the break.
SMILES	IEC-6 tox	HSP90 refold inh	KLF5 inh
CC(=O)OC(C(=O)Nc1ccccc1C)C(OC(C)=O)C(OC(C)=O)C(OC(C)=O)C(=O)Nc1ccccc1C (configuration not stated)	-8	2	-29
O=C(CSc1nnnn1C1CC2CCC1C2)Nc1ccnc2ccccc12 (configuration not stated)	36*	-2	21
O=C(CN1CCC(n2nnc3cc(F)ccc32)CC1)Nc1ccc2c(c1)CCC2	-3	-4	-3
COc1ccc(-n2nc(C#N)c(Cl)cc2=O)cc1	29*	-2	-20
O=c1[nH]c(NCCO)nc2c1C1(CCCCC1)Cc1ccccc1-2	9	-2	-8
O=C(Cc1ccc(Cl)cc1)Oc1cccc2cccnc12	5	3	1
COc1cccc(NC(=O)c2ccccc2-c2nc(-c3cccc(C)c3)no2)c1	2	0	-12
O=c1c(O[C@@H]2O[C@H](CO)[C@H](O)[C@H](O)[C@H]2O)c(-c2ccc(O)c(O)c2)oc2cc(O)cc(O)c12	5	1	10
c1ccc2cc3c(NCCN4CCOCC4)ccnc3cc2c1	7	3	-48
COC(=O)CNC(=O)c1nn(-c2cccc(OC)c2)c(=O)c2ccccc12	-2	-4	-117
O=C(Cn1nc2ccccc2n1)N/N=C/c1cc(Cl)cc([N+](=O)[O-])c1O	-1	1	-23
N#Cc1c(SCc2ccccc2)nc(N2CCOCC2)c2c1CCCC2	-1	3	9
C[C@@H](C(=O)NCc1ccc(S(C)(=O)=O)cc1)[C@H]1C[C@]1(C)[C@H](NC(=O)OCc1ccccc1)c1ccccc1	0	-3	2
O=C1CCc2cc(S(=O)(=O)N3CCCC3C(=O)N3CCN(c4ccccc4F)CC3)ccc2N1 (configuration not stated)	1	2	-5
CCOC(=O)c1[nH]c(C)c(/C(O)=C2\C(=O)C(=O)N(CCCN(C)C)C2c2ccncc2)c1C (configuration not stated)	-8	0	-40
Cc1cc(N2CCN(C)CC2)nc2ccc(NC(=O)CCC(=O)NCCC3=CCCCC3)cc12	3	1	15
CCOC(=O)C1=C(C)N(CCCC(=O)O)C(=O)NC1c1ccccc1OS(=O)(=O)c1ccc(C)cc1 (configuration not stated)	2	-2	-8
CC(=O)N1CCN(c2ccc(NCc3cccs3)cc2)CC1	-1	0	-47
O=C(N/N=C/c1ccc(N2CCCCC2)o1)c1ccccc1	-10	1	-21
Cc1cc(=O)n2nc(N3CCC(C(=O)NC4CCCc5ccccc54)CC3)sc2n1 (configuration not stated)	1	6	-11
COc1cc(/C=C2\CC/C(=C\c3cc(OC)c(O)c(OC)c3)C2=O)cc(OC)c1O	-8	6	-12
N/C(=N\OC(=O)COc1ccccc1Cl)c1ccccn1	-5	4	-194
Cc1ccc(C)c(-n2c(Cc3cc(=O)[nH]c(=O)[nH]3)nnc2SCC(=O)NCC2CCCO2)c1 (configuration not stated)	0	-1	-17
CC1(C)CC(=O)c2cc(C(=O)N3CCCCC3)c(=O)n(-c3ccc(Cl)cc3)c2C1	-1	2	-5
COc1ccc(N2CCN(C(=O)C3CCN(S(=O)(=O)N4CCOCC4)CC3)CC2)cc1	-2	7	-29
O=[N+]([O-])c1ccc(C=Nc2ccc(Cl)c([N+](=O)[O-])c2)s1	1	-2	14
CCN(c1ccc(N=Cc2c(O)n(Cc3ccc(OC)cc3)c(=O)c3ccccc23)cc1)C(C)C	1	-1	-8
Cc1cc(C(=O)NCCN2CCN(c3cccc(Cl)c3)CC2)n(-c2ccccc2)n1	5	-2	-8
CCN(CC)c1ccc(/C=C(\C#N)c2nc(-c3cccs3)c(NC(C)=O)s2)cc1	6	4	-14
O=C(c1cccs1)N1CCN(S(=O)(=O)N2CCCCC2)CC1	-9	0	-19
CCCc1cc(=O)[nH]c(SCC(N)=O)n1	-2	5	-9
COC(=O)c1ccc2c(c1)N(Cc1cc(C)ccc1C)C(=O)c1ccccc1S2=O (configuration not stated)	-1	1	11
Cc1nn2c3c(cnc2c1-c1ccccc1)C(=O)CC(C)C3 (configuration not stated)	-2	8	-3
COC(=O)C1=NN(C(=O)c2ccc(Br)cc2)C(O)(C(C)(C)C)C1 (configuration not stated)	-3	-3	-18

# Other compounds:
SMILES	IEC-6 tox	HSP90 refold inh	KLF5 inh
O=C(CCCN1C(=O)c2ccccc2C1=O)Nc1c2c(nc3c1CCC3)CCC2	-4	-1	-9
O=C(CN1CCOCC1)N1CCN(C(=O)CN2CCOCC2)CC1	5	8	-1
CCOC(=O)N1CCN(c2c(NCCN(C)Cc3ccccc3)c(=O)c2=O)CC1	5	-3	-12
O=S(=O)(c1cc(Cl)ccc1Cl)n1ccnc1	-8	-1	-11
CCCNC(=O)NC(=O)CSc1nnc(C)n1N	-2	1	-35
Cc1ccc(N=C2SC(C(=O)Nc3ccc(OC(F)(F)F)cc3)C(N)=C2C(=O)Nc2c(C)cc(C)cc2C)cc1 (configuration not stated)	1	-2	-9
CC[C@@H]1C=C(C)C[C@H](C)C[C@H](OC)[C@H]2O[C@@](O)(C(=O)C(=O)N3CCCC[C@H]3C(=O)O[C@H](/C(C)=C/[C@@H]3CC[C@@H](O)[C@H](OC)C3)[C@H](C)[C@@H](O)CC1=O)[C@H](C)C[C@@H]2OC	0	-4	-25
CCOc1ccccc1N(CC(=O)O)S(=O)(=O)c1ccccc1	6	2	16
Cc1ccc(-n2cccc2/C=C2/C(=N)N3C(=NC2=O)SN=C3S(C)(=O)=O)cc1Cl	-2	1	-20
Cc1cc(C)n2nc(/C(C#N)=C/c3ccccc3)c(C#N)c2n1	-7	-1	-5
CC(=O)N/C(=C\c1ccccc1)C(=O)NCC(=O)O	-3	0	-40
CC1CCCN(S(=O)(=O)c2ccc(S(=O)(=O)NC(C)c3cccs3)cc2)C1 (configuration not stated)	3	2	-16
O=C(Nc1cccc(F)c1)c1ccc(-c2ccccc2C(F)(F)F)o1	-9	2	-5
Cc1cccn2c(=O)c(/C=C3\SC(=S)N(CC(C)C)C3=O)c(NCCCOC(C)C)nc12	-2	-1	5
Cc1ccc(NC(=O)CN2CC(C)SC2=NC2CCCCC2)cc1 (configuration not stated)	-12	-1	-8
Cc1ccc(-n2ncc3c2ncn2c(C)nnc32)cc1C	2	1	-25
Cc1cc(N2CCOCC2)c2c(N)c(C)cc(C)c2n1	1	2	-22
Cc1ccc2[nH]c(C)cc(=S)c2c1	-1	4	-29

# As entered above:
# Entry for `Cc1ccc(-n2ncc3c2ncn2c(C)nnc32)cc1C` in HSP90 refold inh: 1
# Entry for `CCOc1ccccc1N(CC(=O)O)S(=O)(=O)c1ccccc1` in IEC-6 tox: 6
# Entry for `O=C(CCCN1C(=O)c2ccccc2C1=O)Nc1c2c(nc3c1CCC3)CCC2` in KLF5 inh: -9
# Entry for `CC[C@@H]1C=C(C)C[C@H](C)C[C@H](OC)[C@H]2O[C@@](O)(C(=O)C(=O)N3CCCC[C@H]3C(=O)O[C@H](/C(C)=C/[C@@H]3CC[C@@H](O)[C@H](OC)C3)[C@H](C)[C@@H](O)CC1=O)[C@H](C)C[C@@H]2OC` in KLF5 inh: -25
# Entry for `O=S(=O)(c1cc(Cl)ccc1Cl)n1ccnc1` in HSP90 refold inh: -1

# An excerpt; rates above refer to the full screens.
